OXTR potentiate = human OXTR potentiators, primary screen, fluorescence, CHO-OTR cells, Fluo-8 calcium; AID 2445, 2010; 0.061% of 320,000 active; Fluo-8 calcium fluorescence, potentiator mode; 0% = oxytocin EC15, 100% = EC100; activation, % at 3 µM;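 active = activation above that plate's cutoff, the mean activation of tested compounds plus 3 SD, cut at about 6.6% in these data, passing the limit was not always enough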;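 note: 100% uses oxytocin at 75 nM as the full agonist control; some results filed as inactive read as strong as hits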
Target sequence (P30559 whole entry, looked up): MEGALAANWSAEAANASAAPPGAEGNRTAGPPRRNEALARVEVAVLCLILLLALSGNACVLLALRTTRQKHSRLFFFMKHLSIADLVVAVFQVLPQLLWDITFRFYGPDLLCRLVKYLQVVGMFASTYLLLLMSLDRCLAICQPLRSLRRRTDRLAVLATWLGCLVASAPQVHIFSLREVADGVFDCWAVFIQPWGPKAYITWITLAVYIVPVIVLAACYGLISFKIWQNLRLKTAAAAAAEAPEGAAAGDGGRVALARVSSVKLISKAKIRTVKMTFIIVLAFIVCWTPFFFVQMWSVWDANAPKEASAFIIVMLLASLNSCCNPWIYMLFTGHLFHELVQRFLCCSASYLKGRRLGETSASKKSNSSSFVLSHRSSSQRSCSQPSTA
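Assay system: CHO-OTR cells, human receptor / Also added: oxytocin at about EC15, sub-maximal agonist stimulus / Dosing: single dose, 3.0 µM nominal final compound concentration / Incubation: 6 min pre-incubation, 100 s read / Technique: Fluo-8 calcium dye fluorescence / Read-out: % activation vs EC15 and EC100 oxytocin / Benchmarks: EC15 oxytocin low, 75 nM oxytocin high / Replicates: singlicate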
TAAR1 antagonist = human TAAR1 antagonists, primary screen, Fluo-8 calcium fluorescence, CHO RD-HGA16 cells. AID 624466, 2012. Trace amine-associated receptor 1 (Homo sapiens), Q96RJ0. 1.5% of 360,000 active. antagonist. inhibition, % at 3 µM;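 active = inhibition above a per-plate cutoff, the mean inhibition of test compounds on that plate plus 3 SD, cut at about 49% in these data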;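 note: 0% = DMSO plus EC80 beta-PEA response and 100% = DMSO alone without agonist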
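Test system: hTAAR1-expressing CHO RD-HGA16 cells, Gα16-coupled; Probe or stimulus: EC80 β-phenethylamine stimulus; Compound dosing: single nominal final test compound concentration of 3 µM; Timing: 140 s kinetic read after compound, 140 s after agonist; Signal: Fluo-8 calcium-sensitive fluorescence; Measure: % inhibition of agonist calcium response; Controls: DMSO and EC80 PEA controls.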
TAAR1 agonist = human TAAR1 agonists, primary screen, Fluo-8 calcium fluorescence, CHO RD-HGA16 cells. 0.99% of 360,000 active. AID 624467, 2012. activation, % at 3 µM. vehicle wells 0%, saturating PEA agonist 100%;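 active = activation above the mean activation of all test compounds in the run plus 3 SD, cut at about 38% in these data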
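System: CHO-derived RD-HGA16 cells with stable Gα16 and human TAAR1. Times: 17-24 h plating, Fluo-8 75 min 37 °C, 30 min RT. Measured by: calcium-sensitive Fluo-8 signal, excitation 470-495, emission 515-575 nm. Read-out basis: % activation relative to PEA EC100 response. Control set: DMSO and PEA EC100. Repeats: no replicates (n 1).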
CHRM1 antagonist = human M1 muscarinic receptor antagonists, primary screen, CHO-K1 cells, Fluo-8 calcium fluorescence, 1536-well; Muscarinic acetylcholine receptor M1 (Homo sapiens), P11229; 1.3% of 360,000 active; CHO-K1 hM1, ACh EC80 antagonist; AID 588852, 2011; inhibition, % at 3 µM;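 active = percent inhibition above its own plate's cutoff, namely the mean of that plate's compound wells plus 3 SD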;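 note: peak over basal fluorescence ratio during 140 s after agonist addition; 0% = ACh EC80 plus DMSO and 100% = DMSO alone without agonist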
Target sequence (P11229 whole entry, looked up): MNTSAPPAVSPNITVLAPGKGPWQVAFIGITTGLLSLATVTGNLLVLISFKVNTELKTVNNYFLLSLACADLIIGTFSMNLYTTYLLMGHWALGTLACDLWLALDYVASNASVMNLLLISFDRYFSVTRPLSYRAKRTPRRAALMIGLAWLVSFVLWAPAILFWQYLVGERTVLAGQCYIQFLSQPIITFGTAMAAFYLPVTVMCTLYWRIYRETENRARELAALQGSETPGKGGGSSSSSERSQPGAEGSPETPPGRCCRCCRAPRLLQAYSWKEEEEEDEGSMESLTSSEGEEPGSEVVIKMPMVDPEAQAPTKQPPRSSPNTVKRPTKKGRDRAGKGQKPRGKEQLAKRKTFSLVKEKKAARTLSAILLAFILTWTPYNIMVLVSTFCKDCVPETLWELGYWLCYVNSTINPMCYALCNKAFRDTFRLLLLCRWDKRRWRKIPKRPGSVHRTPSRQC
CHO-K1 Ca antag = M1 antagonist counterscreen hit in parental CHO-K1 cells | ATP-induced calcium, Fluo-8 fluorescence | inhibition, % at 3 µM | 0.6% of 360,000 active;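 active = inhibition above a per-plate cutoff, the plate's mean sample inhibition plus 3 SD, cut at about 24% in these data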;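 note: 0% = DMSO plus EC80 ATP and 100% = DMSO alone without ATP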
M1 ag = human M1 muscarinic receptor agonists, primary screen, Fluo-8 calcium fluorescence, CHO-K1 cells, HTS. Muscarinic acetylcholine receptor M1 (Homo sapiens), P11229. CHO-K1 hM1, agonist mode; 0% DMSO, 100% acetylcholine EC100. activation, % at 3 µM. 0.33% of 360,000 active;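 active = activation above the run's mean compound activation plus 3 SD, cut at about 16% in these data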;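 note: peak over basal fluorescence ratio within a 140 s kinetic read after compound addition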
M1 ag parental = counter-screen for M1 agonists: effect in parental CHO-K1 cells; AID 602248, 2012; Fluo-8 calcium fluorescence; scaled to maximal ATP response, vehicle zero; activation, % at 3 µM; 0.48% of 360,000 active; in the data active = activation above about 15%;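 note: untransfected CHO-K1 host cells lacking M1 receptor as counterscreen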
CHO-K1 Ca PAM = nonselective calcium activators in parental CHO-K1 cells, primary screen, counter-screen for M1 PAM project, cell-based, Fluo-8 calcium fluorescence, full deck, 1536-well. 0.02% of 360,000 active. ATP EC20; 0% at ATP EC20, 100% at ATP max. AID 602247, 2012. activation, % at 3 µM;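 active = activation above the run cutoff, the mean activation of all test compounds plus 3 SD, cut at about 40% in these data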;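 note: peak over basal fluorescence ratio in a 140 s read after ATP addition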
CHO parental Ca = ATP-evoked calcium signal inhibitors, parental CHO, primary screen, counter-screen for OX1R antagonist project, cell-based, fluorescence, Fluo-8 calcium dye. 0.63% of 330,000 active. parental CHO-K1, ATP-induced calcium, Fluo-8 fluorescence. inhibition, % at 5.6 µM;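 active = inhibition above that plate's mean sample inhibition plus 3 SD, cut at about 26% in these data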;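 note: 0% = ATP-challenged DMSO wells and 100% = DMSO wells without ATP; some compounds past the cut are filed as inactive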
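Material – parental CHO cells · Reagent – ATP stimulus · Compound – single nominal dose of 5.6 µM per compound · Detection – Fluo-8 fluorescence · Read-out basis – percent inhibition of calcium signal · Controls – ATP-challenged DMSO wells low, unchallenged DMSO wells high · Repeats – no replicates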
Numbers without * were called inactive; / = not tested or not shown.

Results follow in this order: OXTR potentiate	TAAR1 antagonist	TAAR1 agonist	CHRM1 antagonist	CHO-K1 Ca antag	M1 ag	M1 ag parental	CHO-K1 Ca PAM	CHO parental Ca
COc1ccccc1NC(=O)C(C)OC(=O)C(C)SCC(=O)Nc1ccc(C)cc1 (stereo not drawn)
  /	-15	1	3	2	-4	0.1	1	/
COc1ccc(Nc2ccc(S(=O)(=O)N3CCCCC3)cc2[N+](=O)[O-])cc1
  -8	-7	2	6	-3	-3	0.8	9	3
CCN(c1ccccc1)S(=O)(=O)c1ccc(Cl)c(C(=O)NCCc2ccc(OC)cc2)c1
  -8	6	-1	4	-4	-8	1.1	15	-22
CC(C)CN(CC(C)C)C(=O)c1cccc(S(=O)(=O)N2CCc3ccccc32)c1
  -9	-11	4	7	2	-1	1.0	-10	-32
COc1ccc(C)cc1Nc1n[n+](-c2ccccc2)c(-c2ccc(C(=O)O)cc2)s1
  -11	2	-1	-1	-6	-2	2.9	18	-19
COc1ccc(-n2c(SCC(=O)N3CCCCC3)nc(O)cc2=O)cc1
  -2	-18	4	-2	-11	-1	0.4	11	-9
CCOc1ccc(-c2nnc(N3CCCCC3)c3ccccc23)cc1
  -3	19	2	26	-2	-3	0.2	12	-6
Cc1c(C)n2c(SCC(=O)N3CCOCC3)nnc2[nH]c1=O
  2	-14	0	-9	-12	-2	0.9	4	-8
O=[N+]([O-])c1ccc(N2CCNCC2)c(S(=O)(=O)N2CCOCC2)c1
  -1	-9	3	2	-6	-4	0.2	15	-6
Cc1ccccc1NC(=O)CSc1ccc(-c2ccccn2)nn1
  -2	-7	0	-16	-13	-1	2.6	7	-15
CCOC(=O)c1sc(C)c(C(=O)NCCCN2CCOCC2)c1N
  -7	-5	6	-8	-3	-6	0.5	15	2
CCOc1cccc2sc(N(CCCN(C)C)C(=O)c3ccc(S(=O)(=O)N(C)CC4CCCO4)cc3)nc12 (stereo not drawn)
  -6	-4	8	7	6	-7	0.6	5	-21
Fc1cccc(Cl)c1CN1CCN(c2nc3ccccc3s2)CC1
  /	-3	-1	-12	-11	0	-0.8	-13	/
Cc1cc(C)cc(OC(=O)CS(=O)c2ccc(C(F)(F)F)cc2[N+](=O)[O-])c1 (stereo not drawn)
  -5	-8	6	3	4	-4	0.6	13	-12
CCc1ccc(-n2c(=O)c3c(C)c(C(=O)N(C)C)sc3n(CC(=O)NCc3ccco3)c2=O)cc1
  -6	16	1	2	-1	-3	0.2	-2	-7
Cc1ccc(S(=O)(=O)Nc2ccc3c(c2)CC(=O)N([C@H](C)CO)C[C@@H](C)[C@H](CN(C)S(=O)(=O)c2ccccc2)O3)cc1
  -7	2	1	-2	-16	-10	0.2	16	-12
COc1ccc(Br)cc1-c1nc2c(c(=O)[nH]c(=O)n2Cc2ccccc2)n1C
  -8	-15	4	-9	-3	1	-0.8	-11	-12
CCOC(=O)c1cn[nH]c1C(F)(F)F
  -2	-13	5	-10	-5	-2	1.5	15	-4
COc1ccc(N(CC(=O)NCCOc2ccccc2)S(=O)(=O)c2ccc(C)cc2)cc1
  -11	20	2	-15	-16	-4	1.1	22	-19
Fc1ccc(N2CCN(Cc3cnc(N4CCOCC4)s3)CC2)cc1
  -8	-16	4	-6	-7	-4	0.2	11	-3

More entries.
Results follow in this order: OXTR potentiate	TAAR1 antagonist	TAAR1 agonist	CHRM1 antagonist	CHO-K1 Ca antag	M1 ag	M1 ag parental	CHO-K1 Ca PAM	CHO parental Ca
COc1cc(/C=N/NC(=O)C2COc3ccccc3O2)ccc1O (stereo not drawn)
  -4	19	12	8	15	-2	1.9	-7	-6
COc1ccc(C(=O)N2CCNC(=O)C2CC(=O)Nc2cccc(Cl)c2Cl)cc1 (stereo not drawn)
  -1	-8	4	-18	-8	-4	0.2	-9	-2
CCOC(=O)c1cc(CC)sc1NC(=O)C1CC1
  2	21	8	-13	-13	0	0.4	4	-12
Cc1cc2ncc(-c3cccs3)nc2cc1C
  /	-12	4	-6	-10	-5	1.4	12	/
CCOc1ccc(N(CC(=O)NCCc2ccc(C)cc2)S(=O)(=O)c2c(C)noc2C)cc1
  -4	-23	3	-10	-15	-5	-0.2	31	-31
COc1ccc(/C=N/Nc2nc(-c3ccc(Cl)cc3)cc(C(F)(F)F)n2)c(OC)c1
  -6	0	1	-9	-11	-7	0.0	13	-13
COc1cccc(NC(=O)CSc2nc3c(c(-c4ccco4)c2C#N)CCCC3)c1
  2	16	2	2	-11	-3	0.4	-3	-6
CCCNC(=O)N(C)C[C@@H]1Oc2ncc(-c3ccncc3)cc2C(=O)N([C@H](C)CO)C[C@@H]1C
  /	7	1	-9	-3	-5	0.4	12	/
CSc1nc(Cl)cc(N2CCOCC2)n1
  2	-12	-1	-12	4	-10	-0.1	18	-5
CC(=O)c1ccc(-c2ccc([C@H]3[C@H]4C=CC[C@@H](C)[C@@H]4C(=O)N3Cc3ccccc3)c(F)c2)cc1
  -7	8	5	10	-11	-4	1.2	9	-30
COc1ccccc1OCCN1CSC(=S)N(C)C1
  -6	5	3	-6	-14	-9	0.3	4	-21
COc1ccc(/C=C2\Oc3cc(OCC(=O)N4CCC[C@H]4CO)ccc3C2=O)c(OC)c1
  -1	/	/	-14	8	-4	0.8	-14	-11
O=C1NC(CCc2ccccc2)C(=O)N1CCOc1ccccc1 (stereo not drawn)
  -21	19	3	-10	-14	-5	1.3	19	-20
Cc1ccc(-c2csc3ncnc(NS(=O)(=O)c4ccc(Cl)cc4)c23)cc1
  -5	-23	2	1	3	-3	0.7	-1	-13
O=C(Nc1ccccc1)Nc1nnc(-c2cccs2)s1
  -8	10	25	6	-12	-1	2.4	22	-4
COc1cccc(Nc2c(Nc3cccc(OC)c3)c(=O)c2=O)c1
  -9	-5	5	3	9	1	1.5	-6	4
COc1ccc(N=NC2C(=O)N(c3ccccc3)N=C2C)cc1 (stereo not drawn)
  -14	-19	0	-11	-14	-2	0.0	2	-19
CCOC(=O)C1(CCc2ccccc2)CCN(Cc2cnc(N(C)C)s2)CC1
  -13	14	13	20	0	-3	7.0	-11	-25
OCc1ccccc1OCCOc1ccc(Cl)c2cccnc12
  -2	9	11	-10	-19	-2	2.5	10	-12
FC(F)(F)c1nc(=S)c2ccccc2[nH]1
  /	-10	6	-5	-21	-2	2.3	26	/

Two entries from above, set out differently.
> CCOc1ccc(N(CC(=O)NCCc2ccc(C)cc2)S(=O)(=O)c2c(C)noc2C)cc1
  OXTR potentiate: -4	TAAR1 antagonist: -23	TAAR1 agonist: 3	CHRM1 antagonist: -10	CHO-K1 Ca antag: -15	M1 ag: -5	M1 ag parental: -0.2	CHO-K1 Ca PAM: 31	CHO parental Ca: -31
> COc1ccc(/C=N/Nc2nc(-c3ccc(Cl)cc3)cc(C(F)(F)F)n2)c(OC)c1
  OXTR potentiate: -6	TAAR1 antagonist: 0	TAAR1 agonist: 1	CHRM1 antagonist: -9	CHO-K1 Ca antag: -11	M1 ag: -7	M1 ag parental: 0.0	CHO-K1 Ca PAM: 13	CHO parental Ca: -13

(list continues)
Results follow in this order: OXTR potentiate	TAAR1 antagonist	TAAR1 agonist	CHRM1 antagonist	CHO-K1 Ca antag	M1 ag	M1 ag parental	CHO-K1 Ca PAM	CHO parental Ca
C=CCC[C@@H](Cc1ccc(F)cc1)C(=O)OCCNC(=O)[C@H](CC=C)CC(=O)NCCO
  -6	7	1	-5	-1	-2	0.2	15	-9
COc1ccc(Cc2[nH]n3c(=O)c(Cl)c(C)nc3c2-c2ccccc2)cc1
  -2	1	3	-7	-5	-6	0.8	8	-9
CCOC(=O)c1cc(-c2ccccc2)n(CC(=O)Nc2cccc(OC)c2)c1C
  1	-9	6	0	-2	-6	4.7	26	-9
CC1C(C#N)=C(N)OC2=C1C(=O)CC(c1ccccc1)C2 (stereo not drawn)
  -6	-14	3	23	-11	-1	-0.6	14	-19
COc1ccc(-n2nnc3c(=O)n(CC(=O)N4CCCC4)cnc32)cc1
  -3	4	3	14	15	-2	-0.3	-13	-5
CCn1c(C)nc2cc(C(=O)NNC(=O)CCC3CCCC3)ccc21
  0	-19	8	-7	-4	-5	0.2	12	-13
CCN(C(=O)COC(=O)CNC(=O)c1ccc(C)cc1)c1c(N)n(Cc2ccccc2)c(=O)[nH]c1=O
  5	4	0	-6	0	-2	0.0	7	-17
CCCCNC(=O)CNC(=S)N(CCCN1CCOCC1)Cc1cccs1
  2	-5	2	8	5	-8	-0.2	-12	-4
O=C1C2C3C=CC(C3)C2C(=O)N1c1ccncc1 (stereo not drawn)
  -2	11	3	1	-11	-2	0.3	11	-12
COC(=O)c1ccccc1S(=O)(=O)N1CCC(C(=O)OCC(=O)c2ccccc2OC)CC1
  -7	-17	2	-8	-15	0	1.8	15	13
CCCn1nnc(NC(=S)NC(=O)Cc2ccccc2)n1
  -6	-29	-1	-2	-7	-3	0.8	10	-8
CC(C(=O)Nc1cc([N+](=O)[O-])ccc1Cl)N1CCN(c2ccccc2O)CC1 (stereo not drawn)
  -7	16	5	1	-6	-11	4.8	16	-11
COc1nc2c(s1)C(=O)NCCC2
  2	10	9	-3	-7	-4	0.4	10	-8
CNc1nc(-c2ccc(Cl)cc2)cs1
  -7	-19	2	-16	2	-4	-0.2	-6	-18
O=C(c1cc(Cl)ccc1Cl)N1CCOCC1
  1	-12	1	-22	-13	-2	0.8	11	-5
CC1CC(Nc2ccccc2)c2ccccc2N1C(=O)c1cccnc1 (stereo not drawn)
  -7	17	5	-5	-21	-4	1.7	15	-20
COc1ccc(N(CC(=O)Nc2cccc(N(C)S(C)(=O)=O)c2)S(=O)(=O)c2ccccc2)cc1Cl
  -24	27	7	15	0	-3	3.6	3	-6
C=CCC[C@H](Cc1ccc(F)cc1)C(=O)OC[C@@H](Cc1c[nH]c2ccccc12)NC(=O)[C@H](CC=C)CC(=O)N[C@H](CO)Cc1ccccc1
  -10	21	3	-9	-6	1	1.9	-1	-19
COc1ccc(CNC(=O)COC(=O)CCCOc2ccc(Cl)cc2Cl)cc1
  -3	-3	1	-6	-6	-3	1.7	25	-4
COc1ccccc1NS(=O)(=O)c1ccc2oc(=S)[nH]c2c1
  -1	-19	1	-6	-12	-2	-0.2	5	-6
